# DAX1 inh-1: inhibitors of DAX1 repression of SF-1 activated StAR promoter. AID 652010. 370,000 compounds, 1.1% hits. HEK293T StAR-luciferase reporter, SF-1/DAX-1 repression relief. inhibition, % at 6.8 µM;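 active = inhibition above the mean over all tested compounds plus 3 SD, cut at about 3.6% in these data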;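 also: 0% = DAX-1 cells with DMSO and 100% = cells lacking DAX-1 with DMSO; higher inhibition means more luminescence from relief of DAX-1 repression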
# hgDAF-12 ag: hgDAF-12 agonism, primary luciferase screen; HEK293 GAL4-hgDAF12 UAS-luciferase reporter, agonist luminescence; normalized to butyrate control; activation, % at 6.8 µM; 370,000 compounds, 1.8% hits; AID 687014;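 active = activation above a cutoff set at the mean of all screened compounds plus 3 SD, cut at about 10% in these data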;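 also: 0% = DMSO wells and 100% = sodium butyrate wells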
# ADAM17 inh: inhibitors of human ADAM17; P78536; recombinant ADAM17, EDANS/DABCYL FRET peptide cleavage; inhibition, % at 6.95 µM; 370,000 compounds, 0.83% hits; AID 720648;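 active = inhibition above the mean of compounds lying between control limits plus 3 SD, set per campaign, cut at about 8.5% in these data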;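 also: 0% = DMSO-only wells as the low control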
# HGIII-sPLA2 inh: Inhibits HGIII-sPLA2 liposome hydrolysis, primary screen; QFRET BODIPY PC-A2 liposome hydrolysis, fluorescence; inhibition, % at 12.2 µM; 370,000 compounds, 0.56% hits;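 active = inhibition above mean plus 3 SD of compounds lying within the high and low control bounds, cut at about 19% in these data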;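 also: 0% = median of test compound wells and 100% = no enzyme DMSO wells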
# PLC-beta3 inh: inhibitors of human phospholipase C beta3; inhibition, % at 12.2 µM; Purified PLC-beta3, fluorogenic substrate, fluorescence; Q01970; 370,000 compounds, 0.18% hits; in the data active = inhibition above about 11%;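 also: 0% = median of compound wells on plate and 100% = full blocker control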
# Target sequence (Q01970 whole entry, looked up): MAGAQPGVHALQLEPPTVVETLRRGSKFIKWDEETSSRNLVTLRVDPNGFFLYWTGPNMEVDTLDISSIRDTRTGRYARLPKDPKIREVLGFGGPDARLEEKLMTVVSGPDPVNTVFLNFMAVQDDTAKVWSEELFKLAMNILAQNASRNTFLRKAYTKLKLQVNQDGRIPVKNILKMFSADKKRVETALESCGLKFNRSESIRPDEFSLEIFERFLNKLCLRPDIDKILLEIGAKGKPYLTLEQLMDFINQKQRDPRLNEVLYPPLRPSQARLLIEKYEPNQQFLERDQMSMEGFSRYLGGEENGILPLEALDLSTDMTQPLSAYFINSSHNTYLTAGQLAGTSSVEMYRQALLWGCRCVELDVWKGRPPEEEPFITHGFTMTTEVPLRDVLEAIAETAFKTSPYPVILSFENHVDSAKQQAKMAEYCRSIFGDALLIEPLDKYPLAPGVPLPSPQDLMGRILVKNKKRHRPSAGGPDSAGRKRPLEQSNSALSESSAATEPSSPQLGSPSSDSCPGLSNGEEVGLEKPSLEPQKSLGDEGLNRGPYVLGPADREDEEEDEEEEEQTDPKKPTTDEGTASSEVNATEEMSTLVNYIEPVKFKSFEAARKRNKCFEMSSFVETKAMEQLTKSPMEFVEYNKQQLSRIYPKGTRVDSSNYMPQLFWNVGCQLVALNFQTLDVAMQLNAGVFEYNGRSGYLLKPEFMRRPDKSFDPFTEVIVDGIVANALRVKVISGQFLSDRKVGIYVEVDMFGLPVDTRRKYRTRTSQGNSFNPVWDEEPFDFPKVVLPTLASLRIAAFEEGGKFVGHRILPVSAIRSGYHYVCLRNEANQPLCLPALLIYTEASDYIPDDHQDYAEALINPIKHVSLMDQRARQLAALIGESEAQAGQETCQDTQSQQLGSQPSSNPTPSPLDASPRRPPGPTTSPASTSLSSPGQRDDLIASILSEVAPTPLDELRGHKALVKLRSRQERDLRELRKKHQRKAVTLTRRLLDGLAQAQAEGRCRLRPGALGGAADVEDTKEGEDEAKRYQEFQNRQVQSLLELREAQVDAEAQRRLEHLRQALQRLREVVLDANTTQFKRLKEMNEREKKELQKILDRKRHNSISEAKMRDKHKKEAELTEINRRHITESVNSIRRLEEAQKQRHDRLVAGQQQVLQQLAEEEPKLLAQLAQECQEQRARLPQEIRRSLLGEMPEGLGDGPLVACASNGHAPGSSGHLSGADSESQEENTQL
# PLCg1 inh: blocks human PLC-gamma1 enzyme activity; P19174; purified PLC-gamma1, fluorogenic substrate, fluorescence; inhibition, % at 12.2 µM; 370,000 compounds, 0.84% hits; in the data active = inhibition above about 9.5%
# DAX1 inh-2: NR0B1 (DAX1) inhibition; P51843; HEK293 Gal4-DAX1 luciferase reporter, luminescence; inhibition, % at 6.75 µM; 340,000 compounds, 0.99% hits; AID 504766;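 active = inhibition above the mean over all tested compounds plus 3 SD, cut at about 4.2% in these data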;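 also: 0% = DAX1-transfected cells with DMSO and 100% = empty-vector control cells with DMSO; inhibition shows as a rise in luminescence from relieved DAX1 repression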
# GAA850 FXN act: frataxin GAA850 promoter activation. HEK293 lucGAA850 FXN promoter luciferase reporter, 24 h; percent of 10 µM SAHA response. activation, % at 6 µM. 360,000 compounds, 0.56% hits. AID 540364;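 active = activation above the average of all compounds screened plus 3 SD, cutoff fixed separately per campaign, cut at about 7.5% in these data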;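 also: 0% = DMSO wells and 100% = 10 µM SAHA wells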
# hcDAF-12 act: activators of H. contortus DAF-12 nuclear receptor. HEK293 hcDAF-12 lit1-tk-luc reporter, luminescence; 0% DMSO, 100% Δ7-dafachronic acid. 370,000 compounds, 1.4% hits. activation, % at 6.8 µM. AID 652067;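 active = activation above the mean of all tested compounds plus 3 SD, cut at about 5.5% in these data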;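 also: 100% = response to 3 µM Δ7-dafachronic acid high control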
# ADAM10 inh: inhibits human ADAM10. recombinant ADAM10, EDANS/DABCYL FRET peptide cleavage, 3 h. O14672. inhibition, % at 7 µM. AID 720582. 370,000 compounds, 0.62% hits;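 active = inhibition above a per-campaign cutoff equal to the mean of compounds falling between control-based bounds plus 3 SD, cut at about 20% in these data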;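 also: 0% = DMSO wells while the 100% control is not disclosed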
# ssDAF12 agonist: S. stercoralis DAF-12 activation, primary screen | HEK293 ssDAF-12/GRIP1 lit1-tk-luc reporter, luminescence; % of 3 µM dafachronic acid response | activation, % at 6.8 µM | 370,000 compounds, 1% hits | AID 652126;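 active = activation above the mean over all tested compounds plus 3 SD, cut at about 0.9% in these data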;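 also: 0% = DMSO-only wells and 100% = 3 µM delta7-dafachronic acid wells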
# * = called active by the depositor; i = inactive; . = not tested or not shown. No enrichment for hits; overall some 6.9% were active at least once.
compound	ssDAF12 agonist	GAA850 FXN act	HGIII-sPLA2 inh	hgDAF-12 ag	hcDAF-12 act	DAX1 inh-2	PLC-beta3 inh	ADAM17 inh	DAX1 inh-1	PLCg1 inh	ADAM10 inh
COc1ccc(N2CC(C(=O)NCc3ccccc3)CC2=O)cc1 (stereo unspecified)	-1.3	-0.5	1	0.1	-1.9	-0.1	2	-1	-0.2	2	4
Cc1noc(C)c1CN1C(=O)c2ccc([N+](=O)[O-])cc2C1=O	-1.2	-0.7	2	1.3	1.0	-0.7	-4	1	-0.1	0	-10
COc1ccc(Cc2c(-c3ccc(C#N)cc3)nc3c(Cl)cc(C(F)(F)F)cn23)c(C)c1	-0.5	.	0	1.8	0.1	.	-5	2	0.1	-4	6
COC(=O)C(C)(C)NC(=O)c1cccs1	-1.0	-1.2	-1	1.7	0.6	-0.4	-1	-3	-0.1	-4	-6
O=C(Nn1c(-c2ccccc2)nc2ccccc2c1=O)c1ccc([N+](=O)[O-])cc1	-1.8	1.2	-6	-1.4	0.1	0.2	2	4	-0.7	2	5
O=C(N/N=C/c1ccncc1)c1ccccn1	0.1	2.5	9	6.2	1.0	2.3	-5	-2	0.8	-1	4
Cc1ccc(OC(=O)c2ccncc2)c(C)c1	-1.3	1.1	-4	0.0	-0.9	-1.1	-2	-1	0.1	4	10
Cc1cc(-c2nnc(SCC(=O)Nc3ccc(Cl)cn3)n2N)n[nH]1	-1.6	1.0	2	1.4	3.4	-0.1	-11	-1	0.9	-4	-16
COCCNC(=O)C(=O)N/N=C/c1cccs1	-0.3	-0.1	1	2.2	2.8	1.6	4	-1	0.5	4	4
NC(=O)c1ccc(NC(=O)COC(=O)CCC2CCCCC2)cc1	-0.5	1.0	-8	2.9	-2.0	-0.7	-6	5	-2.8	14*	10
Cc1cc2oc(C(=O)Nc3cccnc3)c(C)c2cc1C	-1.7	1.8	8	3.9	-0.7	0.7	2	-1	2.4	0	-13
Cc1ccccc1NC(=S)NCc1ccc2[nH]c3c(c2c1)CCCC3	-0.5	0.2	-1	0.4	-1.4	-0.5	-43	-4	-1.8	-36	-18
Cc1cc(C)c2c(=O)n(CC(=O)N3CCN(c4ccccc4)CC3)ccc2n1	-0.9	-1.1	6	0.4	-1.6	0.6	-4	-8	0.0	-1	-15
CCc1n[nH]c(=S)n1/N=C/c1cc(OC)cc([N+](=O)[O-])c1O	-1.9	1.4	8	-0.7	-2.2	-1.0	1	-1	0.1	3	3
CC(Sc1nc(-c2ccccc2)cc(C(F)(F)F)n1)C(=O)Nc1ccc2c(c1)OCO2 (stereo unspecified)	-0.8	4.2	9	-1.4	1.9	-0.4	1	-4	0.5	-1	6
Cc1ccc(C(=O)OCC(=O)Nc2ccc(Cl)cn2)s1	-1.7	-1.1	12	-0.7	-0.5	0.9	-3	-6	2.6	4	-5
CCOC(=O)c1cc(-c2ccccc2C)nn1CC1CC(c2ccc(OC)cc2)=NO1 (stereo unspecified)	-1.3	2.1	-2	-1.1	-0.2	1.6	3	10*	-1.0	5	21*
CC(C)N1C(=O)/C(=C\c2nc3ccccc3c(=O)[nH]2)c2ccccc21	-0.2	4.7	5	-4.3	3.5	0.5	-74	2	1.3	-59	13
CC(=O)N(CCCN(C)C)CCC(C)CCC=C(C)C (stereo unspecified)	1.1*	-1.2	-6	-2.8	-0.8	-0.4	3	3	0.9	3	2
CSCCC(C(=O)NCc1ccccc1)n1c(-c2ccc3c(c2)CCO3)nc2ccccc21 (stereo unspecified)	-1.5	.	3	-0.7	1.8	.	-4	3	-0.6	0	8
COc1ccccc1N1CCN(C(=O)c2ccc(CSc3ccccc3)cc2)CC1	-1.2	0.0	-8	-3.0	-3.1	-0.5	-1	6	-0.6	-1	14
CC(=O)N1CCN(C(=O)COc2ccccc2C(=O)Nc2ccccc2)CC1	-1.8	3.0	5	3.8	-1.0	-0.5	-6	-2	-0.5	2	7
Cc1cccc(C)c1N1C(=O)CC(N2CCSCC2)C1=O (stereo unspecified)	-1.2	-0.7	4	-2.0	-0.8	0.2	-5	-4	0.0	1	-12
COc1ccc(-n2c(C)cc(C)c(C(C)=O)c2=S)cc1	-2.1	0.3	20*	-1.6	-1.0	-1.4	2	-4	0.0	3	-1
COC(=O)[C@H](Cc1ccc(O)cc1)NC(=O)Cn1cnc2c(SC)nc(N)nc21	-0.8	0.8	5	-0.2	-0.7	-1.3	1	-8	-0.2	0	-7
CCOC(=O)N1CCN(C(=O)CCCn2nc(C)c3sc4ccccc4c3c2=O)CC1	-1.1	3.8	-1	-1.7	-2.9	-1.8	-1	-6	0.1	-2	-10
O=C(NC12CC3CC(CC(C3)C1)C2)c1ccc([N+](=O)[O-])o1	-1.2	3.4	-1	-4.2	-1.1	-1.6	-1	0	-1.5	5	10
N#C/C(=C/c1ccccc1)C(=O)OCC(=O)Nc1ccccc1[N+](=O)[O-]	-0.4	-0.9	-2	3.3	1.4	0.3	-1	-3	0.3	1	-3
COc1ccc(N(C(=O)COc2ccccc2OC)S(=O)(=O)c2ccc(C)cc2)cc1	-1.1	-0.6	2	0.4	0.2	-0.1	0	1	-0.1	1	1
CNC[C@H](NC[C@@H](NCCCc1ccccc1)c1ccccc1)[C@H](C)O	-1.4	-2.2	3	0.9	-0.7	2.6	-1	0	0.3	0	0
O=C(CC(=O)c1ccccc1)Nc1ccc(Cl)cc1	-0.9	1.7	-4	7.0	1.1	-0.5	-5	-3	0.8	2	-4
O=C(CN1C(=O)NC2(CCc3ccccc3C2)C1=O)NCC(F)(F)F (stereo unspecified)	-1.4	0.6	4	-1.2	-0.1	1.6	-4	-4	0.8	-3	-6
O=C(O)CNC(=O)c1ccccc1Br	-1.1	0.5	-6	-0.2	-0.3	0.7	0	-6	0.5	0	-8
COCCn1c(-c2ccc(F)cc2)nc2cccnc21	-1.1	1.7	3	3.1	-2.6	1.3	-6	-4	-0.3	-1	-6
CC1=C(C(=O)Nc2cc(-c3cccc(F)c3)[nH]n2)C2(CCCCC2)OC1=O	-1.3	1.3	-28	2.0	0.1	-1.4	-8	1	-1.4	-4	-1
CN(C)C(CNC(=O)c1cc(S(=O)(=O)N2CCOCC2)ccc1F)c1cccs1 (stereo unspecified)	-1.0	-0.7	3	-0.2	0.0	-0.4	-9	-4	0.2	-1	-12
COc1cccc(CNC(=O)CSc2nnc3c(n2)[nH]c2ccc(OC)cc23)c1	-1.0	-0.6	7	-1.0	-1.4	2.2	-5	-1	-0.3	6	18
O=C(Cn1c(NCCCO)nc2ccccc21)c1ccco1	-1.6	0.8	-3	-2.1	-0.4	-1.4	-5	-4	0.0	-2	-4
CCCNC(=O)N1CCCC(C(N)=O)C1 (stereo unspecified)	-1.9	2.4	3	-4.3	-0.8	0.7	0	-6	0.0	2	-5
Cc1ccc(-n2ncc3c2CC(C)(C)CC3NC(=O)CCc2ccc(=O)[nH]n2)cc1 (stereo unspecified)	-1.6	2.8	-5	-3.1	-0.9	-0.5	-5	1	0.6	0	5
COc1ccc(CNC(=O)CN(c2cccc([N+](=O)[O-])c2)S(C)(=O)=O)cc1	-0.3	1.8	1	13*	1.4	0.3	-4	-7	-0.5	-2	-7
COc1cccc(N2C(N)=NC(N)=NC2(C)C)c1	-0.7	-1.5	-1	-0.2	0.1	1.2	2	-5	0.4	2	-1
O=C(NCCc1c[nH]c2ccccc12)c1ccccc1	-0.8	3.9	-36	7.2	2.2	1.3	1	-1	0.0	2	-8
COC(=O)C1=C(C)NC(=O)C1(NC(=O)CN1CCCC1=O)C(F)(F)F (stereo unspecified)	-1.6	-0.5	5	1.1	-1.2	-0.3	5	2	-0.4	6	13
CN(CC(=O)Nc1ccc(Cl)c(Cl)c1)C(=O)c1ccccc1SCC(=O)N1CCCC1	-1.2	-0.8	-4	1.9	-1.7	-0.2	0	-1	0.3	2	-15
C[C@H]1CN([C@@H](C)CO)C(=O)c2cccc(NS(=O)(=O)c3ccc(F)cc3)c2O[C@H]1CN(C)S(=O)(=O)c1cn(C)cn1	-1.2	-1.4	0	3.0	-0.6	-0.2	3	0	-0.1	1	1
Nc1cc(=O)[nH]c(SCC(=O)NNC(=O)c2ccccc2)n1	-0.7	3.1	0	0.2	-0.4	2.4	0	-3	2.9	-5	4
CCCCN1CNC(=S)N(c2ccccc2OCC)C1	-2.0	-0.9	7	-0.4	-0.8	0.6	3	0	0.3	11*	1
Cc1ccc(NC(=O)c2cc(-c3ccccc3O)n[nH]2)cc1Cl	-1.7	2.2	2	1.4	0.0	0.5	-6	-3	0.1	-1	-6
CCn1c(COC(=O)CNC(=O)c2cc(OC)c(OC)c(OC)c2)nc2cc(S(=O)(=O)N(C)C)ccc21	-0.5	0.4	-4	-0.6	-0.7	-0.4	-6	-1	-0.9	-1	-2
COc1ccc(NC(=O)CSc2nc3ccccc3c(=O)n2C)cc1	-1.5	0.1	13	-2.4	-0.9	1.4	-5	-6	0.3	-2	4
CN(C)c1oc(/C=C/c2ccccc2)nc1C#N	0.1	6.3	8	8.2	6.7*	1.6	i	i	1.6	i	i
C/C=C(\C)C(=O)NCCN1C2=NC[C@H](Cc3ccc(O)cc3)N2C[C@@H]1Cc1ccc(OC)cc1	-1.8	-2.6	-3	2.8	-0.9	3.6	3	1	0.0	3	-2
Cn1cc(/C=C(\C#N)C(=O)Nc2cccc([N+](=O)[O-])c2)c2ccccc21	-1.1	-1.3	4	-2.3	-1.8	0.2	-3	-4	1.6	0	-1
O=C(NCc1ccco1)c1nn2c(C(F)(F)F)cc(-c3cccs3)nc2c1Cl	-1.1	6.6	-1	-1.0	0.4	1.6	-34	-3	-0.2	-34	1
O=C(CCC1CCCN(Cc2cccc(Cl)c2)C1)NCc1ccccc1F (stereo unspecified)	-1.0	-0.5	-2	1.1	-1.2	-0.5	5	0	0.0	2	11
O=c1[nH]c2ccc(NC(=S)Nc3ccc(Cl)cc3)cc2[nH]1	-0.8	3.1	2	1.2	-0.2	0.6	-5	2	-0.5	-1	7
COc1ccccc1NC(=O)NCCN1CCNC1=O	-0.7	2.9	-3	-0.5	-1.9	1.2	-5	0	0.5	0	-5
CCOc1ccc(CCN2C(=S)N([C@@H](Cc3ccc(O)cc3)CN3CCC[C@@H]3CN3C(=S)NC[C@@H]3Cc3ccccc3)C[C@@H]2Cc2ccc(O)cc2)cc1	-1.1	.	-4	-1.8	-0.6	.	2	12*	-0.6	6	19
